Bioassay records (PubChem BioAssay)
Ins promoter up: MIN6 insulin promoter up-regulation | MIN6 insulin promoter-GFP reporter, high-content imaging; stronger effect = higher value | z-score at 5 µM | 0.3% of 190,000 active;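 active = z-score above 3 at 5 µM with at least 500 cells counted in the well; inconclusive = wells under 500 cells, flagged as cytotoxic or low count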
WT yeast gro inh: growth inhibition of WT yeast, mitochondrial fusion screen; mitochondrial fusion phenotypic screen, WT strain; inhibition, % at 10 µM; 2.1% of 190,000 active; in the data active = inhibition above about 58%; tested in S. cerevisiae
human PMI inhibitors: human PMI inhibitors, high substrate, primary screen, biochemical, fluorescence intensity, high mannose 6-phosphate (AID 1220). inhibition, % at 20 µM, or IC50 in µM where a hit was titrated. recombinant PMI enzyme, coupled fluorescence intensity; higher % means a stronger effect. 0.66% of 190,000 active
Yfh1-depleted yeast: mitochondrial function rescue without frataxin homolog – Friedreich's ataxia, plus single-dose screen, dose response (AID 1465) | fold induction at 50 µM; hits with a dose series show EC50 in µM | 0.074% of 220,000 active | S. cerevisiae Yfh1-off respiration, WST-1 reduction, 72 h; higher fold induction means a stronger effect;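 active = fold induction of absorbance versus untreated yeast above a set limit, then at least 30% activation at any dose in follow-up; inconclusive = repeats straddling the limit, or above it without dose testing; inactive = fold induction below the set limit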;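 note: activators that raise dye reduction in frataxin-depleted yeast; strong numbers were not always called active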
Dynein cargo inh: dynein cargo transport inhibition; z-score, hits read low; 0.47% of 220,000 active; 3617.4 mouse cells, GR-EGFP nuclear translocation imaging; test concentration mostly 20 µM; stimulated with dexamethasone, 1 µM; stronger effect = lower value;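 active = plate z-score of nuclear minus cytoplasmic receptor signal below a set negative limit, without overly bright fluorescence or cell loss, cut at about -3.5 in these data, passing the limit was not always enough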;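 note: z-score of nuclear minus cytoplasmic ring GR-EGFP intensity difference per well; some compounds called inactive have numbers as strong as hits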
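Buffer or medium: tet-free, stripped-serum medium; Also added: dexamethasone, 1.0 µM final; Technique: high-content fluorescence imaging after fixation; Times: 48 h induction, 1 h compound, 30 min dex at 37 °C; Read-out: per-cell GR-EGFP intensity, nucleus versus surrounding cytoplasmic ring, well-averaged.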
Autophagy HCS: modulators of autophagy | MEF GFP-LC3 puncta imaging; test concentration mostly 10 µM | calls only at 10 µM (by protocol) | 0.98% of 190,000 active;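 active = percentage of spot-positive cells more than 3 SD above its plate mean, without a fluorescence outlier flag or 80% toxicity; inconclusive = no clear call, values can overlap the other calls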;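 note: spot-positive cell cutoff set from DMSO-treated cells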
b-catenin transl: alters nuclear translocation of beta-catenin in HeLa cells; immunofluorescence imaging; nuclear translocation activity, % at 5 µM; 0.3% of 190,000 active; AID 1665;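 active = nuclear translocation activity above 50% at 5 µM, with a well cell count of 50 or more; inconclusive = wells under 50 cells across six images, flagged as toxic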;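 note: per-cell ratio of nuclear to cytoplasmic median beta-catenin stain intensity; plate controls were DMSO negative control for no effect and GSK-3 inhibitor IX positive control for full effect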
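test system = HeLa cells, endogenous beta-catenin | dosing = single 5 µM dose plus 0.02–20 µM confirmation series | times = compound treatment 24 h, 37°C, 5% CO2 | technique = beta-catenin immunofluorescence imaging with DAPI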
MT stabilize HCS: microtubule stabilization, imaging screen | HeLa tubulin immunostaining HCS, 24 h; share of cells brighter than vehicle mean+2SD | % tubulin-high responders, % at 10 µM | 0.83% of 200,000 active | AID 2205;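 active = plate Z-score above 3 for both tubulin-high and condensed-nucleus cell shares, with cell loss under 80%, at 10 µM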;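 note: anti alpha tubulin signal scored within the nucleus-defined area of each cell; some results filed as inactive read as strong as hits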
human PMI inhibition: MPI enzyme activity inhibition – biochemical, fluorescence intensity, coupled assay, primary screen (AID 1209) | inhibition, % at 20 µM, or IC50 in µM where a hit was titrated | purified PMI enzyme, coupled fluorescence intensity; higher % means a stronger effect | 0.42% of 190,000 active;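 note: plate controls were DMSO vehicle for no effect and wells lacking substrate for full effect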
WT yeast gro inh mutant strain: recorded beside WT yeast gro inh, whose call it bears; inhibition, %; mitochondrial fusion phenotypic screen, mutant strain inhibition
Dynein cargo inh cytoplasmic EGFP: second read-out of Dynein cargo inh, no call of its own (marks repeat the call); z-score; measured here: cytoplasmic GR-EGFP intensity; stronger effect = higher value
Dynein cargo inh nuclear GR-EGFP: also measured in Dynein cargo inh; calls as there; z-score; measured here: nuclear GR-EGFP intensity;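 lower value marks the stronger effect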
Dynein cargo inh cell count: also measured in Dynein cargo inh; calls as there; z-score; measured here: cell count per field
Ins promoter up cell count: recorded beside Ins promoter up, whose call it bears; cell count; measured here: cytotoxicity, nuclei count;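 total cells summed across four imaged fields per well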
b-catenin transl cell count 5 µM: recorded beside b-catenin transl, whose call it bears; cell count; measured here: cell count, cytotoxicity flag
MT stabilize HCS Hoechst-high %: further read-out of MT stabilize HCS, marked with its call; % Hoechst-high responders; measured here: nuclear condensation Hoechst responders;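 share of cells brighter than vehicle mean plus two SD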
MT stabilize HCS cytotoxicity %: also measured in MT stabilize HCS; calls as there; toxicity, %; measured here: cytotoxicity by cell density;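 0% = mean cell density of plate MIN control wells and 100% = no cells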
Autophagy HCS cell loss 18 h: recorded beside Autophagy HCS, whose call it bears; toxicity, %; measured here: cell loss, nuclei count;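 cell loss after 18 h compound exposure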
Starred values were filed as active, the others as inactive; i = inactive; u = inconclusive; x = no result given; + = active, no number. Cut-off read from the data, not from the text of the source, unless noted: active = inhibition above about 50%; inactive = the rest.

SMILES	Ins promoter up	Ins promoter up cell count	WT yeast gro inh	WT yeast gro inh mutant strain	human PMI inhibitors	Yfh1-depleted yeast	Dynein cargo inh	Dynein cargo inh cytoplasmic EGFP	Dynein cargo inh nuclear GR-EGFP	Dynein cargo inh cell count	Autophagy HCS	Autophagy HCS cell loss 18 h	b-catenin transl	b-catenin transl cell count 5 µM	MT stabilize HCS	MT stabilize HCS Hoechst-high %	MT stabilize HCS cytotoxicity %	human PMI inhibition
Oc1ccc(N=Nc2nccs2)c(O)c1	-0.51	1184	x	x	x	u	-0.489	-0.136	-0.492	0.228	x	x	0.9	1038	x	x	x	x
COC(=O)CSc1ccc2c(N)c(C(=O)OC)sc2c1	0.23	1325	-11.3	-9.2	1.3%	i	1.4	-0.166	1.01	-0.653	i	17.5	x	x	2.5	1.5	4.2	4.5%
COc1ccc(C(=O)NC(=O)COC(=O)C2COc3ccccc3O2)cc1 (stereo unspecified)	-0.65	947	2.9	8.4	-11.3%	i	0.152	-0.114	0.406	0.175	i	0.7	-1.0	1232	1.0	0.8	4.5	-6.9%
CCCCn1c(C)cc(C)c(S(=O)(=O)c2ccccc2C)c1=O	-0.35	936	38.5	16.1	3.6%	i	-1.08	0.23	-0.201	1.35	i	-3.0	-0.1	1180	1.7	1.2	6.1	5.3%
COc1ccc(-c2nc(NC(=O)c3nc4nccc(C)n4n3)sc2C)cc1	-0.27	1254	-7.8	-6.9	17.7%	i	0.159	-0.141	-0.303	-1.17	i	11.4	0.1	1063	2.2	2.6	8.8	13.1%
O=C(ONc1ccc(N=NC(=O)c2ccccc2O)cc1)c1ccccc1	0.12	1861	38.0	42.8	22.9%	i	-1.16	0.0548	0.285	0.139	i	-38.7	3.8	1027	2.0	1.7	6.6	28.6%
CCn1c(SCC(=O)Nc2nc(C)cs2)nnc1C(C)NC(=O)c1ccccc1 (stereo unspecified)	-0.24	1534	-3.5	3.5	-6.2%	i	0.931	-0.247	-0.608	-0.274	i	-4.7	-0.9	1416	2.4	1.5	3.2	-2.0%
Cc1ccc2c(c1)-c1[nH]c(=S)ncc1CS2	1.58	1092	2.0	12.2	5.4%	i	-0.198	0.335	-0.0165	-0.155	i	-20.3	-0.3	1093	2.1	1.8	11.9	8.7%
Cc1cccc(C)c1N(CC(=O)N1CCN(c2ccccc2F)CC1)S(C)(=O)=O	0.56	1414	-11.7	-13.1	1.2%	i	-0.488	-0.283	-0.0877	0.0582	i	1.9	0.2	1577	1.3	1.9	8.7	8.3%
COc1ccc(NC2c3ccccc3C(=O)N2c2ccccn2)cc1 (stereo unspecified)	1.04	1095	x	x	x	i	-0.295	-0.112	0.231	-0.0505	x	x	-0.4	1392	x	x	x	x
O=C(NCc1ccncc1)c1ccc(Oc2ccccc2)cc1	0.52	1223	-7.1	-23.4	6.2%	i	-0.0858	-0.177	-0.614	0.209	i	20.0	-0.7	1139	2.8	2.5	4.0	7.2%
Cc1ncc2c(c1OC(=O)c1ccc([N+](=O)[O-])cc1)COC(C)(C)OC2	-0.11	1451	11.2	24.5	-3.5%	i	-1.01	-0.268	-1.28	0.712	i	-7.4	-1.0	1428	2.3	1.4	4.6	-1.9%
Cc1c(NC(=O)c2cnn3c2NC(c2ccccc2)CC3C(F)(F)F)c(=O)n(-c2ccccc2)n1C (stereo unspecified)	0.85	942	7.5	9.4	-6.0%	i	-0.851	-0.423	-0.409	1.2	i	-3.7	x	x	1.1	1.7	0.3	-6.7%
Cc1ccc(S(=O)(=O)Nc2cc(C(=O)N3CCOCC3)ccc2N2CCCCC2)cc1	-0.18	1581	17.5	-3.4	-5.1%	i	1.39	-0.235	0.158	-0.63	i	26.4	1.4	1250	1.8	0.8	5.3	-7.5%
CCc1cc2cc(OC)ccc2nc1SCC(=O)Nc1cc(OC)c(OC)cc1C(=O)O	0.18	1316	-2.2	5.6	16.3%	i	-0.987	-0.303	-0.354	0.985	i	0.0	1.3	1115	2.1	1.9	7.8	6.5%
O=C(c1ccc(C(F)(F)F)cc1)c1c[nH]c(C(=O)NCCCn2ccnc2)c1	x	x	-10.3	-8.7	-6.2%	i	0.824	-0.229	-0.466	-0.324	i	-7.2	x	x	4.0	1.7	6.2	-4.6%
Cc1ccc(S(=O)(=O)CCc2nnc(NC(=O)CCl)s2)cc1C	0.5	1266	-3.4	0.0	1.2%	i	-1.84	0.159	-0.881	0.201	i	0.8	1.0	982	3.4	1.1	1.6	-20.4%
Cc1ccc(CSCC(=O)N/N=C/c2sccc2C)cc1	x	x	26.4	17.8	2.5%	i	-1.16	-0.119	-0.672	0.98	i	9.5	-1.0	1195	2.5	2.6	5.0	7.6%
COc1ccc(N=Cc2nc(-c3ccccc3)oc2OC(C)=O)cc1	-0.13	1031	x	x	x	i	-0.888	-0.148	-0.367	-0.122	x	x	2.5	1233	x	x	x	x
Cc1c(Nc2c3ccccc3nc3ccccc23)c(=O)n(-c2ccccc2)n1C	-0.28	1492	x	x	x	i	-0.882	-0.243	-0.564	1.34	x	x	-1.4	1136	x	x	x	x
COCCNC(=O)c1cc(-c2ccccc2OC)on1	-0.75	869	-4.9	-3.9	22.1%	i	0.107	-0.109	0.0866	-0.498	x	x	2.6	1105	31.0*	46.3*	38.2*	9.3%
CCOc1ccccc1OCCCC(=O)N1CCN(S(=O)(=O)c2cccc(F)c2)CC1	0.39	817	-6.0	-23.5	5.5%	i	0.728	-0.181	0.53	-0.129	i	0.9	-6.1	1229	4.2	2.5	3.2	12.1%
Cc1ccnc(N/N=C/c2ccccc2)n1	0.2	1513	2.0	-5.4	0.7%	i	0.387	-0.115	0.327	-0.624	i	12.3	-2.1	1138	3.0	2.8	8.0	4.1%
Cc1ccc2nc(-c3ccc(NC(=O)CN4C(=O)c5ccccc5C4=O)cc3)sc2c1	0.36	1489	11.5	19.2	-1.4%	i	-0.326	-0.231	0.128	-0.217	i	12.6	2.4	1068	5.8	3.2	7.4	1.3%
C=CCn1c(SCC(=O)Nc2c(C)cccc2C)nnc1-c1cnccn1	-0.59	1537	-12.1	-23.1	6.5%	i	-1.06	-0.269	-0.326	0.631	i	-8.7	-2.4	1041	4.4	2.6	5.7	5.5%
O=C(c1ccc(Cl)cc1)c1ccc(OCC(O)CN2CCOCC2)cc1 (stereo unspecified)	0.6	1265	-11.2	3.5	13.6%	i	1.39	-0.216	0.668	-0.568	i	0.9	x	x	4.5	2.2	5.3	15.7%
CCOc1ccc2nc(C)cc(Nc3cccc([N+](=O)[O-])c3)c2c1	-3.35	574	0.8	-13.3	-4.3%	i	-0.808	-0.273	-0.801	1.07	+	3.8*	-2.4	1021	2.9	2.1	8.4	-9.0%
O=C(O)C1C2C=CC(C2)C1C(=O)NCCCc1ccccc1 (stereo unspecified)	0.05	1357	-19.1	-7.0	4.3%	i	-0.542	0.0181	-0.689	0.622	i	7.0	0.3	968	1.8	4.0	1.4	1.6%
C=CCc1cc(Cl)ccc1OCCNCCCOC	-0.35	1405	-0.6	33.8	9.5%	i	-0.138	-0.263	-0.479	0.834	i	1.4	-1.8	1005	3.7	4.2	2.3	7.1%
C/C(=N\NC(=O)CC1N=C(Cc2ccccc2)NNC1=O)c1ccc(Cl)cc1Cl (stereo unspecified)	0.74	1546	-2.9	4.5	4.8%	i	-0.606	-0.00642	-0.0671	0.488	i	-0.4	1.3	1266	22.0*	9.1*	15.0*	13.9%
Cc1cc2cc(CN(CCN(C)C)C(=S)NCc3ccco3)c(=O)[nH]c2cc1C	0.57	1334	-3.4	-4.2	48.2%	i	1.42	-0.142	0.822	-0.461	i	-3.0	0.7	1560	1.9	2.4	13.7	17.0%
O=C1C=C(c2ccccc2)C(O)(c2ccccc2)C1 (stereo unspecified)	0.71	1289	5.6	-105.0	17.8%	i	-0.296	-0.201	0.00776	0.0865	i	-16.9	-5.6	954	2.5	1.6	8.4	9.0%
Cn1c(NCCCO)nc2c(c1=O)C1(CCCCC1)Cc1ccccc1-2	0.53	915	60.4*	25.2*	11.2%	i	-0.447	-0.191	-0.113	-0.0716	i	-7.8	0.4	1163	1.0	1.3	5.4	14.8%
CSc1nc(NC(C)(C)C)nc(Oc2ccc(=O)n(C)n2)n1	-0.19	1560	12.3	-2.2	-6.0%	i	0.799	-0.0477	-0.159	-0.734	i	2.0	-2.1	1358	2.6	2.3	8.8	-7.0%
Nc1ccc(S(=O)(=O)N2CCCC2C(=O)O)cc1 (stereo unspecified)	-0.15	884	x	x	x	i	-1.41	-0.258	-0.378	1.31	x	x	-0.8	1336	x	x	x	x
COc1ccc(CNC(=O)CCSCc2ccccc2C)cc1	0.58	1091	11.5	-3.5	7.7%	i	-0.292	-0.281	-0.169	0.414	i	19.6	-0.9	1145	1.3	1.5	2.8	2.5%
C=CCOc1ccc(/C=C2\SC(=Nc3cccnc3)NC2=O)cc1	0.87	1080	x	x	x	i	1.15	-0.0146	1.04	-0.625	x	x	0.8	1284	x	x	x	x
O=C(CSc1nnc(CNC(=O)c2ccccc2F)o1)c1ccccc1	0.5	2004	-7.4	-18.6	2.3%	i	-0.09	-0.195	-0.107	-0.0741	i	-4.7	-1.3	1030	1.7	2.0	6.4	1.4%
